Screening data deposited in PubChem by Broad Institute.
TcdB inh – TcdB glycohydrolase inhibition. P18177. TcdB glycohydrolase enzymatic assay, plate reader. inhibition, % at 9.99 µM. 350,000 tested, 0.24% active; in the data active = inhibition above about 10%
Target sequence (P18177 whole entry, looked up): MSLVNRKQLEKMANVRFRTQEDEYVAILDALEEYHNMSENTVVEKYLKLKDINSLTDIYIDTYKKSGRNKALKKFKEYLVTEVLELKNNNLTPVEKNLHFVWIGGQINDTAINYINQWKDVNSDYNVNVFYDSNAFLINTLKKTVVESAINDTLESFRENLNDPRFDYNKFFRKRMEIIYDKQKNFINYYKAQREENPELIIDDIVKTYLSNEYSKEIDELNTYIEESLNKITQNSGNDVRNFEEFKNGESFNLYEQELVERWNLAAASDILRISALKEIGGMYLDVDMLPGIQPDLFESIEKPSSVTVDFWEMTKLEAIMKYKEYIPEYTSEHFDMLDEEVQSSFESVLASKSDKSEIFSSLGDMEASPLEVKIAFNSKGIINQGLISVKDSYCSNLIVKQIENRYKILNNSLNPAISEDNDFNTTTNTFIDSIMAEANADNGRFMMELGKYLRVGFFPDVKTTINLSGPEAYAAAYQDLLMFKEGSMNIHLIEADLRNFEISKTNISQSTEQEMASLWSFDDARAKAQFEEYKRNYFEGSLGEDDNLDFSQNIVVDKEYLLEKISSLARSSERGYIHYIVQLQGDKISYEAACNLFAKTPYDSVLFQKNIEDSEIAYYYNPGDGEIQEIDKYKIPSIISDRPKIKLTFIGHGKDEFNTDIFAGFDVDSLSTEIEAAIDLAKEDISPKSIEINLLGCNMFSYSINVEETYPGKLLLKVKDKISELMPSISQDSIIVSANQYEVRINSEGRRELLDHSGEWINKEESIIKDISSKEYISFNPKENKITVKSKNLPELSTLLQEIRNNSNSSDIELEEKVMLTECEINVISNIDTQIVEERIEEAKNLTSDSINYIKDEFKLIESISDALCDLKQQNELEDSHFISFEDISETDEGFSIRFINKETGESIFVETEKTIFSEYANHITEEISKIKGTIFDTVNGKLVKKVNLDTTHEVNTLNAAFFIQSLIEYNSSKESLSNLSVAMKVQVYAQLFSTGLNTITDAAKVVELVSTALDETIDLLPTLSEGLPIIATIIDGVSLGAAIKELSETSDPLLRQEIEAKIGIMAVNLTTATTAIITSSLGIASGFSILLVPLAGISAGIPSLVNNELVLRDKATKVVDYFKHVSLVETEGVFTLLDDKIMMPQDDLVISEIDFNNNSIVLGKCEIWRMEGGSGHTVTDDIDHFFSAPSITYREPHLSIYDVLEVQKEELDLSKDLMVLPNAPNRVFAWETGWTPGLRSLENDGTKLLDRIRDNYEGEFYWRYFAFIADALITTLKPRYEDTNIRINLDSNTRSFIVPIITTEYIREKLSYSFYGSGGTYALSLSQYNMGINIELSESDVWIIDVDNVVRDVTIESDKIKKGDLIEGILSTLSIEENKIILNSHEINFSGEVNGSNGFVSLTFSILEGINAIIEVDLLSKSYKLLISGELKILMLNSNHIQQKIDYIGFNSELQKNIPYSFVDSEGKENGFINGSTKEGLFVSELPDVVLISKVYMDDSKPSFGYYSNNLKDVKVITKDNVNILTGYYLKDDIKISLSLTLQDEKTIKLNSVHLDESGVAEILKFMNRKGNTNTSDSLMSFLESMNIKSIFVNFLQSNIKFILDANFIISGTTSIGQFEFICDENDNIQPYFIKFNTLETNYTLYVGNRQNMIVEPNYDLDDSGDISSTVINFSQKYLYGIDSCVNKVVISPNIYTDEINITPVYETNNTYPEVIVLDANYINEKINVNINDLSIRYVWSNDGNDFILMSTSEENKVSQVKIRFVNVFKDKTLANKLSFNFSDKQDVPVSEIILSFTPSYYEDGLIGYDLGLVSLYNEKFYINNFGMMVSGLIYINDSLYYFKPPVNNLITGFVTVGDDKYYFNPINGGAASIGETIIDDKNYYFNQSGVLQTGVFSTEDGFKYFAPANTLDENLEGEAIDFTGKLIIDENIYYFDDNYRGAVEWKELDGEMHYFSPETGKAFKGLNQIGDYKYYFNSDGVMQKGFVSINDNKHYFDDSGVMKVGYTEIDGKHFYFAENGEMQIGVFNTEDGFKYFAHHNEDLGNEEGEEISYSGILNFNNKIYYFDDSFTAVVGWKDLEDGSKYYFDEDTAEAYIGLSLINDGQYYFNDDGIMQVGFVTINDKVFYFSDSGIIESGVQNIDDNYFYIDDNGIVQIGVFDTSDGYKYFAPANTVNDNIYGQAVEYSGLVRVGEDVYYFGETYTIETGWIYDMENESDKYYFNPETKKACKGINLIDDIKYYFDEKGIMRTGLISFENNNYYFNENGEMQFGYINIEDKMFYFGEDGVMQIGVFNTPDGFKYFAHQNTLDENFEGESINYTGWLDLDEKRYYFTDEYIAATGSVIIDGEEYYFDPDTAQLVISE
* hit, by the source's call; & = joins results of further samples. A portion of the library; the hit share may differ from the screen's.

SMILES	TcdB inh
CO[C@@H]1CN(C)C(=O)c2cc(NS(=O)(=O)CC(F)(F)F)ccc2OC[C@@H](C)NC[C@@H]1C	-0.1
COc1ccccc1NC(=O)N1CCCCN2[C@@H](CO)[C@H](c3ccc(-c4cccc(C)c4)cc3)[C@@H]2C1	-1.0
C[C@H](CO)N1C[C@H](C)[C@H](CN(C)C(=O)Nc2ccc(C(F)(F)F)cc2)Oc2ccc(NC(=O)Nc3cccc4ccccc34)cc2CC1=O	-1.2
C[C@@H]1CN([C@@H](C)CO)C(=O)c2cc(NC(=O)CCN3CCOCC3)ccc2O[C@@H]1CN(C)Cc1ccc(C(F)(F)F)cc1	1.9
Cc1noc(C)c1S(=O)(=O)Nc1ccc2c(c1)C(=O)N([C@@H](C)CO)C[C@H](C)[C@@H](CN(C)C(=O)Nc1ccc(F)cc1)OCCCC[C@@H](C)O2	-0.6
COCC(=O)N(C)C[C@H]1Oc2ncc(-c3ccc(F)cc3)cc2C(=O)N([C@@H](C)CO)C[C@@H]1C	0.4
O=C1CN(S(=O)(=O)Cc2ccccc2)C[C@@H]2[C@H](c3ccc(C#Cc4cccc(F)c4)cc3)[C@H](CO)N12	0.3
O=C(C[C@H]1CC[C@H](NC(=O)C2CCC2)[C@@H](CO)O1)Nc1nccs1	0.7
C[C@@H]1CCCCO[C@H](CN(C)C(=O)CCCN(C)C)[C@@H](C)CN([C@H](C)CO)C(=O)c2cc(NC(=O)Nc3cccc4ccccc34)ccc2O1	-5.3
CO[C@@H]1CN(C)C(=O)c2ccc(NS(=O)(=O)c3ccc(-c4ccccc4)cc3)cc2OC[C@H](C)NC[C@H]1C	-4.2
N#C[C@H]1[C@H](c2ccccc2-c2ccccc2F)[C@@H](CO)N1C(=O)C1CCOCC1	-0.2
C[C@@H]1CCCCO[C@@H](CN(C)CC2CCCCC2)[C@@H](C)CN([C@@H](C)CO)C(=O)c2cc(NS(C)(=O)=O)ccc2O1	-0.1
COc1ccc(S(=O)(=O)N(C)C[C@H]2OCCCC[C@@H](C)Oc3ccc(NC(=O)Nc4cccc5ccccc45)cc3C(=O)N([C@@H](C)CO)C[C@@H]2C)cc1	0.1
O=C(C[C@@H]1CC[C@H]2[C@@H](COC[C@@H](O)CN2Cc2ccccc2F)O1)N1CCc2ccccc2C1	1.0
C[C@H](CO)N1C[C@H](C)[C@@H](CN(C)CC2CCCCC2)Oc2ccc(NC(=O)Nc3cccc4ccccc34)cc2CC1=O	-0.6
CCCC#Cc1cnc2c(c1)C(=O)N([C@H](C)CO)C[C@@H](C)[C@@H](CN(C)Cc1ccc(C(=O)O)cc1)O2	-0.1
O=C(C[C@@H]1C=C[C@H](NS(=O)(=O)c2cccc(F)c2)[C@H](CO)O1)NCc1ccc2c(c1)OCO2	-1.9
CCC(=O)Nc1ccc2c(c1)C(=O)N(C)C[C@@H](OC)[C@H](C)CN(C(=O)NC1CCCCC1)[C@H](C)CO2	0.7
O=S(=O)(N[C@H]1CC[C@@H](CCn2cc(-c3ccc(F)cc3)nn2)O[C@H]1CO)c1ccccc1F	-1.3
C[C@H]1CN([C@@H](C)CO)C(=O)c2cc(NS(=O)(=O)c3cccs3)ccc2O[C@@H]1CN(C)C(=O)NC1CCCCC1	0.9
Cc1noc(C)c1S(=O)(=O)Nc1cccc2c1O[C@@H](CN(C)Cc1ccncc1)[C@@H](C)CN([C@@H](C)CO)C2=O	-1.3
CCOC(=O)N(C)C[C@H]1OCc2ccccc2-c2c(n(C)c3ccccc23)C(=O)N([C@@H](C)CO)C[C@@H]1C	0.8
CCC(=O)N(C)C[C@H]1Oc2ncc(C#CC3(O)CCCC3)cc2C(=O)N([C@@H](C)CO)C[C@H]1C	-1.2
C[C@H]1CN([C@@H](C)CO)C(=O)c2cc(NC(=O)Nc3ccc(F)cc3)ccc2O[C@H]1CN(C)Cc1ccccc1	-9.1
CC(=O)N(C)C[C@@H]1Oc2cc(C#CC(C)(C)O)ccc2S(=O)(=O)N([C@H](C)CO)C[C@@H]1C	0.3

The closing seven entries of the section above come first, to join the parts:
SMILES	TcdB inh
O=S(=O)(N[C@H]1CC[C@@H](CCn2cc(-c3ccc(F)cc3)nn2)O[C@H]1CO)c1ccccc1F	-1.3
C[C@H]1CN([C@@H](C)CO)C(=O)c2cc(NS(=O)(=O)c3cccs3)ccc2O[C@@H]1CN(C)C(=O)NC1CCCCC1	0.9
Cc1noc(C)c1S(=O)(=O)Nc1cccc2c1O[C@@H](CN(C)Cc1ccncc1)[C@@H](C)CN([C@@H](C)CO)C2=O	-1.3
CCOC(=O)N(C)C[C@H]1OCc2ccccc2-c2c(n(C)c3ccccc23)C(=O)N([C@@H](C)CO)C[C@@H]1C	0.8
CCC(=O)N(C)C[C@H]1Oc2ncc(C#CC3(O)CCCC3)cc2C(=O)N([C@@H](C)CO)C[C@H]1C	-1.2
C[C@H]1CN([C@@H](C)CO)C(=O)c2cc(NC(=O)Nc3ccc(F)cc3)ccc2O[C@H]1CN(C)Cc1ccccc1	-9.1
CC(=O)N(C)C[C@@H]1Oc2cc(C#CC(C)(C)O)ccc2S(=O)(=O)N([C@H](C)CO)C[C@@H]1C	0.3
COc1ccc(NC(=O)Nc2ccc3c(c2)C(=O)N([C@H](C)CO)C[C@H](C)[C@@H](CN(C)CC2CCCCC2)OCCCC[C@H](C)O3)cc1	-1.2
C[C@@H](NC(=O)C[C@@H]1C[C@@H]2c3cc(NC(=O)c4cccnc4)ccc3O[C@@H]2[C@@H](CO)O1)c1ccccc1	0.3
Cc1noc(C)c1NC(=O)Nc1ccc2c(c1)CC(=O)N([C@H](C)CO)C[C@@H](C)[C@H](CN(C)S(=O)(=O)c1ccc(Cl)cc1)O2	-0.4
COc1cccc(S(=O)(=O)N[C@@H]2C=C[C@@H](CC(=O)NCc3ccccc3)O[C@@H]2CO)c1	0.1
C[C@H](CO)N1C[C@H](C)[C@@H](CN(C)C(=O)CN(C)C)Oc2cc(C3=CCCCC3)ccc2S1(=O)=O	-1.7
C/C=C/c1ccc([C@@H]2[C@@H](CN(C)C(=O)CC)N(C(=O)NCCC)[C@H]2CO)cc1	-0.6
O=C(Nc1ccccc1F)N1CC(=O)N2[C@H](CO)[C@@H](c3ccc(C#Cc4ccccc4)cc3)[C@H]2C1	-1.9
O=C(C[C@@H]1C[C@H]2c3cc(NC(=O)c4ccc5c(c4)OCO5)ccc3O[C@H]2[C@@H](CO)O1)NCCN1CCCCC1	-0.8
CCCC#Cc1cnc2c(c1)C(=O)N([C@@H](C)CO)C[C@H](C)[C@H](CN(C)C(=O)c1ccccc1)O2	0.7
O=C(N[C@H]1CC[C@@H](CCNS(=O)(=O)c2ccc(F)cc2)O[C@H]1CO)c1ccccn1	1.2
O=C(C[C@H]1C[C@@H]2c3cc(NS(=O)(=O)c4ccc(F)cc4)ccc3O[C@@H]2[C@H](CO)O1)NC1CCCC1	-0.9
CO[C@@H]1CN(C)C(=O)c2ccc(NC(C)=O)cc2OC[C@H](C)N(CCc2ccccc2)C[C@@H]1C	1.0
COc1ccc(S(=O)(=O)Nc2ccc3c(c2)CC(=O)N([C@H](C)CO)C[C@@H](C)[C@H](CN(C)C(=O)Nc2ccc4c(c2)OCO4)O3)cc1	-8.8
C[C@H](CO)N1C[C@H](C)[C@@H](CN(C)C(=O)NC2CCCCC2)Oc2ccc(NS(=O)(=O)c3ccc(F)cc3)cc2CC1=O	0.7
O=C(c1ccc(F)cc1)N1[C@H](CO)[C@@H]2c3ccccc3NC[C@@H]21	-1.7
CC1=C(C(=O)N2CCC=CC2=O)Cc2ccccc21	-0.8
O=C(C[C@H]1CC[C@@H](NC(=O)CC2CC2)[C@@H](CO)O1)NCc1ccc(-c2ccccc2)cc1	0.7
O=C(Nc1cccc(Cl)c1)N1[C@@H]2CNC[C@H]1C2c1ccc(/C=C/c2ccccc2)cc1 (some centres undefined)	-5.1&-0.3
CCC(=O)N1CC2(C1)[C@H](c1ccccc1)[C@@H](CO)N2Cc1ccccc1OC	0.0
O=C(C1=C[C@@H](c2ccc(Br)cc2)C[C@@H](OCc2ccc(CO)cc2)O1)N1CCCC1	-6.7
C[C@H](CO)N1C[C@H](C)[C@H](CN(C)Cc2ccc(-c3ccccc3)cc2)Oc2c(NS(=O)(=O)c3ccccc3)cccc2C1=O	-15.8
CCCNC(=O)[C@H]1[C@H](CO)[C@H]2Cn3c(ccc(C4=CCCC4)c3=O)[C@@H]1N2CCC(F)(F)F	0.2
C[C@@H]1CN([C@@H](C)CO)C(=O)c2cc(NC(=O)Nc3cccc4ccccc34)ccc2O[C@@H](C)CCCCO[C@H]1CN(C)C(=O)NC1CCCCC1	1.1
CC=Cc1ccc2n(c1=O)C[C@@H]1[C@@H](CO)[C@H](C(=O)N(C)C)[C@H]2N1C(=O)c1ccc(F)cc1 (mixture of isomers)	0.3
CC(C)NC(=O)N(C)C[C@H]1Oc2c(NS(=O)(=O)c3ccc(Cl)cc3)cccc2C(=O)N([C@@H](C)CO)C[C@@H]1C	-2.2
SMILES	TcdB inh
O=C(C[C@@H]1CC[C@H]2[C@@H](COC[C@H](O)CN2C(=O)C2CC2)O1)NCc1ccncc1	-1.0
COc1ccc(NC(=O)Nc2ccc3c(c2)[C@H]2C[C@H](CC(=O)N4CCCCC4)O[C@H](CO)[C@H]2O3)cc1	-0.4
Cc1cc(C(=O)Nc2cccc3c2O[C@H](CN(C)S(=O)(=O)c2ccc(F)cc2)[C@H](C)CN([C@@H](C)CO)C3=O)n(C)n1	1.5
C[C@@H]1CCCCO[C@H](CN(C)Cc2ccc(C(F)(F)F)cc2)[C@H](C)CN([C@@H](C)CO)C(=O)c2cc(NC(=O)Nc3ccc(F)cc3)ccc2O1	0.7
COc1cccc(C(=O)Nc2ccc3c(c2)C(=O)N(C)[C@H]2CC[C@@H](CC(=O)NCCCN4CCOCC4)O[C@@H]2CO3)c1	-0.6
Cc1noc(C)c1NC(=O)Nc1ccc2c(c1)CC(=O)N([C@@H](C)CO)C[C@@H](C)[C@@H](CN(C)Cc1ccc(C(=O)O)cc1)O2	1.4
COc1ccccc1C#Cc1ccc([C@H]2[C@@H](CO)N3CCCCN(C(=O)C4CC4)C[C@@H]23)cc1	-3.6
C[C@H](O)C#Cc1cnc2c(c1)C(=O)N([C@@H](C)CO)C[C@@H](C)[C@H](CN(C)C(=O)Nc1ccc(F)cc1)O2	1.4
C[C@@H]1CN([C@H](C)CO)C(=O)c2cc(C#CC3CC3)cnc2O[C@H]1CN(C)C(=O)Cc1ccccn1	-0.5
O=C([C@@H]1[C@@H](CO)[C@@H]2Cn3c(cccc3=O)[C@H]1N2C(=O)c1ccccn1)N1CCCCC1	0.3
CN1C[C@H]2[C@@H](c3ccccc31)[C@H](CO)N2C(=O)C1CCOCC1	0.4
C[C@@H]1CCCCO[C@@H](CN(C)S(=O)(=O)c2cn(C)cn2)[C@@H](C)CN([C@H](C)CO)C(=O)c2cc(NS(C)(=O)=O)ccc2O1	0.1
CN1CCN(C(=O)[C@@H]2[C@@H](CO)[C@@H]3Cn4c(ccc(-c5cncnc5)c4=O)[C@@H]3N2CC2CC2)CC1	-0.9
C[C@@H]1CCCCO[C@@H](CN(C)CC2CCCCC2)[C@H](C)CN([C@@H](C)CO)C(=O)c2cc(NC(=O)Nc3ccc(C(F)(F)F)cc3)ccc2O1	-1.6
COc1cccc(S(=O)(=O)Nc2ccc3c(c2)OC[C@@H](C)N(Cc2cc(F)ccc2F)C[C@@H](C)[C@H](OC)CN(C)C3=O)c1	-1.6
Cc1ccc(S(=O)(=O)N[C@@H]2C=C[C@@H](CC(=O)O)O[C@@H]2CO)cc1	-0.6
COCC#Cc1ccc([C@@H]2[C@H](CO)N3C(=O)CN(C(=O)C4CCCC4)C[C@@H]23)cc1	-0.9
COc1ccc(-c2cnc3c(c2)C(=O)N([C@H](C)CO)C[C@H](C)[C@H](CN(C)S(=O)(=O)c2cccs2)O3)cc1	0.7&-2.9
Cc1ccc(S(=O)(=O)NCC[C@H]2CC[C@@H](NC(=O)c3cnccn3)[C@H](CO)O2)cc1	-1.6
Cc1ccc(S(=O)(=O)Nc2ccc3c(c2)C(=O)N([C@@H](C)CO)C[C@@H](C)[C@@H](CN(C)C(=O)NC(C)C)O3)cc1	-0.8
CCC(=O)Nc1ccc2c(c1)C(=O)N(C)C[C@@H](OC)[C@@H](C)CN(C(=O)c1ccccn1)[C@H](C)CO2	0.4
CN1[C@H](C(=O)Nc2nccs2)[C@@H](CO)[C@@H]2Cn3c(ccc(-c4ccccc4F)c3=O)[C@@H]21	0.5
COCC(=O)Nc1ccc2c(c1)OC[C@H](C)N(Cc1ccccn1)C[C@@H](C)[C@H](OC)CN(C)C2=O	-0.1
C[C@@H]1CN([C@@H](C)CO)S(=O)(=O)c2ccc(-c3cccc(F)c3)cc2O[C@@H]1CN(C)C(=O)c1cccc(F)c1	0.0
C[C@H](CO)N1C[C@H](C)[C@H](CN(C)C(=O)NC2CCCCC2)Oc2c(NC(=O)Nc3ccc(F)cc3)cccc2C1=O	1.7
SMILES	TcdB inh
CCC(=O)Nc1ccc2c(c1)OC[C@H](C)N(C(=O)Cc1cccnc1)C[C@@H](C)[C@H](OC)CN(C)C2=O	0.6
O=C(C[C@H]1CC[C@H]2[C@@H](COC[C@@H](O)CN2C(=O)Nc2ccc(F)cc2)O1)NCCCN1CCOCC1	-0.6
O=C(C[C@H]1CC[C@@H](NS(=O)(=O)c2cccc(F)c2)[C@H](CO)O1)N1CCCCC1	1.1
O=C1CNC[C@H]2[C@H](c3ccc(Br)cc3)[C@H](CO)N12	-1.7
C[C@@H]1CCCCO[C@H](CN(C)Cc2ccncc2)[C@@H](C)CN([C@H](C)CO)C(=O)c2cc(NC(=O)CCC(F)(F)F)ccc2O1	1.3
C[C@H](CO)N1C[C@H](C)[C@@H](CN(C)C(=O)Nc2ccc(F)cc2)Oc2ccc(NC(=O)Cn3cnnn3)cc2C1=O	-0.2

Laid out differently: results already given.
O=C1CNC[C@H]2[C@H](c3ccc(Br)cc3)[C@H](CO)N12
- TcdB inh: -1.7
CCC(=O)Nc1ccc2c(c1)OC[C@H](C)N(C(=O)Cc1cccnc1)C[C@@H](C)[C@H](OC)CN(C)C2=O
- TcdB inh: 0.6
